Screening results deposited in PubChem BioAssay by Southern Research Specialized Biocontainment Screening Center.
MgcRacGAP inhibition: MgcRacGAP GTPase-activating activity inhibitors, confirmation, biochemical, ADP Hunter fluorescence | MgcRacGAP-stimulated Rac1 GTP hydrolysis, ADP Hunter fluorescence; higher % means a stronger effect; GST-tagged Rac1 F28L mutant substrate | inhibition, % at 30 µM, or IC50 in µM where a hit was titrated | 340,000 tested, 0.6% active | AID 624330;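 active means first-screen hits whose inhibition reached a set limit at any dose in the follow-up dose series; inconclusive means inhibition above the set first-screen limit but never retested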;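 further: fluorescence reports GDP produced by GAP-driven GTP hydrolysis; strong numbers were not always called active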
Dengue-2 NS5 capping: flavivirus cap methylation enzyme inhibition – biochemical, confirmation dose response, primary screen (AID 588689) | 340,000 tested, 0.3% active | Dengue-2 NS5 methyltransferase capping enzyme assay, biochemical; higher % means a stronger effect | inhibition, % at 25 µM; hits with a dose series show IC50 in µM; in the data active means a potency from the dose series; inconclusive means inhibition above about 29% without an active follow-up result
Dengue-2 NS5 capping pilot replicate: second read-out of Dengue-2 NS5 capping, no call of its own (marks repeat the call); inhibition, %; measured here: pilot screen replicate inhibition
* marks the source's active call; other numbers are inactive results; ? = inconclusive. Not all compounds are listed; the hit share may differ from the screen's.

SMILES | MgcRacGAP inhibition | Dengue-2 NS5 capping | others
CCCCN(C(=O)COC(=O)c1ccccc1)c1c(N)n(CCC)c(=O)[nH]c1=O | 5% | 10%
Cc1ccccc1N1CCN(C(=O)c2cc(-c3ccccc3)nc3c2cnn3C(C)C)CC1 | 18% | 1%
COc1cccc2oc(CCc3ccccc3)cc(=O)c12 | 8% | -7%
Nc1cc(S(=O)(=O)N2CCOCC2)ccc1N1CCOCC1 | 8% | 1%
O=C(CSc1c2c(nc3ccc(Cl)cc13)CCCC2)N1CCN(C(=O)c2ccco2)CC1 | 7% | 0%
O=C(C1CCCCC1)N1C[C@H](n2cc(-c3ccc(F)cc3)nn2)[C@@H](O)C[C@@H]1c1ccc(Cl)cc1 | 15% | -1%
O=[N+]([O-])c1ccccc1SNc1ccccc1 | 7% | 7%
O=C(COC(=O)c1ccc2ccccc2c1O)Nc1ccccc1 | -2% | -10%
Cc1ccc(S(=O)(=O)N(C)C)cc1NC(=O)C(C)OC(=O)c1ccc2c(=O)n3c(nc2c1)CCC3 (stereo not drawn) | 6% | 3%
O=C(CCCCn1cnc2c(=S)nc[nH]c21)Nc1ccc(C(=O)O)c(O)c1 | 11% | -4%
O=C1c2ccccc2C(=O)N1CCCCCCN1C(=O)c2ccccc2C1=O | 2% | 10%
O=C(COC(=O)/C=C/c1ccc(F)cc1)NC1CCS(=O)(=O)C1 (stereo not drawn) | 0% | -1%
O=C(COC(=O)c1ccccc1O)NCCc1c[nH]c2ccccc12 | 0% | 0%
COc1ncnc2c1ncn2CCCN1CCN(c2ccccn2)CC1 | 14% | 1%
C=CCC[C@H](Cc1ccc(F)cc1)C(=O)OC[C@@H](Cc1c[nH]c2ccccc12)NC(=O)[C@H](CC=C)CC(=O)N[C@H](CO)Cc1ccccc1 | 3% | -8% | Dengue-2 NS5 capping pilot replicate=-7.6
O=C(Cc1ccc2c(c1)OCCO2)Nc1cc(Cl)ccc1N1CCOCC1 | 8% | 1%
CC1(C)N=C(N)N=C(N)N1CCCCc1ccccc1 | 4% | -3%
Cc1noc(NS(=O)(=O)c2ccc(NC(=O)c3cccc(S(=O)(=O)N(C)c4ccccc4)c3)cc2)c1C | 7% | -3%
COc1ccccc1CNC(=O)COC(=O)/C=C/c1ccc2c(c1)OCO2 | 5% | -4%
O=c1ccn([C@@H]2O[C@H](CNS(=O)(=O)c3cc4ccccc4s3)[C@@H](O)[C@H]2O)c(=O)[nH]1 | 4% | -7% | Dengue-2 NS5 capping pilot replicate=1.8
CC1(C)CC(=O)C=C(c2ccc(-c3ccc(S(C)(=O)=O)cc3)cc2)C1=O | 11% | 1%
CC1CCN(S(=O)(=O)N2CCC(C(=O)NCc3ccc(F)cc3Cl)CC2)CC1 | 15% | 2%
Cc1nnc(SCC(=O)NC2CCCCC2)n1-c1ccccc1 | -32% | -8%
O=C1OC(c2cc(Br)c(O)c(Br)c2)c2ccccc21 (stereo not drawn) | 7% | 15%
COC(=O)c1ccc(COC(=O)CNC(=O)C2CCCCC2)cc1 | 5% | 5%

Compounds listed so far containing an NH in an aromatic ring (five):
SMILES | MgcRacGAP inhibition | Dengue-2 NS5 capping | others
CCCCN(C(=O)COC(=O)c1ccccc1)c1c(N)n(CCC)c(=O)[nH]c1=O | 5% | 10%
O=C(CCCCn1cnc2c(=S)nc[nH]c21)Nc1ccc(C(=O)O)c(O)c1 | 11% | -4%
O=C(COC(=O)c1ccccc1O)NCCc1c[nH]c2ccccc12 | 0% | 0%
C=CCC[C@H](Cc1ccc(F)cc1)C(=O)OC[C@@H](Cc1c[nH]c2ccccc12)NC(=O)[C@H](CC=C)CC(=O)N[C@H](CO)Cc1ccccc1 | 3% | -8% | Dengue-2 NS5 capping pilot replicate=-7.6
O=c1ccn([C@@H]2O[C@H](CNS(=O)(=O)c3cc4ccccc4s3)[C@@H](O)[C@H]2O)c(=O)[nH]1 | 4% | -7% | Dengue-2 NS5 capping pilot replicate=1.8

Back to the main list; the 5 compounds before the break are reprinted first.
SMILES | MgcRacGAP inhibition | Dengue-2 NS5 capping | others
CC1(C)CC(=O)C=C(c2ccc(-c3ccc(S(C)(=O)=O)cc3)cc2)C1=O | 11% | 1%
CC1CCN(S(=O)(=O)N2CCC(C(=O)NCc3ccc(F)cc3Cl)CC2)CC1 | 15% | 2%
Cc1nnc(SCC(=O)NC2CCCCC2)n1-c1ccccc1 | -32% | -8%
O=C1OC(c2cc(Br)c(O)c(Br)c2)c2ccccc21 (stereo not drawn) | 7% | 15%
COC(=O)c1ccc(COC(=O)CNC(=O)C2CCCCC2)cc1 | 5% | 5%
COc1cccc(S(=O)(=O)N(C)C[C@H]2Oc3ncc(Br)cc3C(=O)N([C@H](C)CO)C[C@H]2C)c1 | 11% | 0%
COC(=O)c1ccc(CNC(=O)c2ccccc2C(=O)NCC2(CBr)OCCO2)cc1 | 4% | 0%
CC(=O)Nc1nn(CC(C)C)c2nc3ccc(C)cc3cc12 | 11% | 3%
Cc1nc(N)nc(N(C)c2ccccc2)c1Br | 8% | 3%
O=S(=O)(CCNCc1ccco1)NC1CCCCC1 | 5% | -7%
Nc1c(C(=O)CSc2nnnn2-c2ccc(O)cc2)c(=O)[nH]c(=O)n1C1CC1 | 2% | -1%
Cc1ccc(C(=O)N2CCC(N3CCC(C(=O)N4CCOCC4)CC3)CC2)cc1 | 10% | -3%
O=C(COC(=O)c1ccccc1)NCCCCc1ccccc1 | 6% | 6%
O=[N+]([O-])c1cccc(N=Cc2ccccc2)c1 | 3% | -9%
CC(C)c1ccc(NC(=O)C2CCCN2S(=O)(=O)c2ccccc2F)cc1 (stereo not drawn) | 5% | 10%
COc1ccccc1C(=O)OCC(=O)NC12CC3CC(CC(C3)C1)C2 | 3% | -3%
Cc1ccc(C(CNS(=O)(=O)c2cc(F)ccc2F)N2CCN(C)CC2)cc1 (stereo not drawn) | 8% | -1%
Nc1ccn([C@@H]2O[C@H](CNCc3cnc(N4CCOCC4)s3)[C@@H](O)[C@H]2O)c(=O)n1 | 6% | 7%
O=C1/C(=C/c2ccccn2)SC(=S)N1Nc1ncc(C(F)(F)F)cc1Cl | ? | -6%
CC1=NN(c2ccccc2)C(c2ccco2)C1 (stereo not drawn) | 1% | -16%
O=C(O)c1ccccc1C=NN=C1c2ccccc2-c2ccccc21 | 5% | 2%
CCCCNc1c(-c2ccc(-c3cccc(Cl)c3)cc2)nc2ccc(Cl)cn12 | 8% | -3%
CN(C(=O)c1cccc(NC(=O)Cc2ccc(NC(=O)C3CCCN(C(=O)C4CCC4)C3)cc2)c1)C1CCCCC1 (stereo not drawn) | -2% | -3% | Dengue-2 NS5 capping pilot replicate=2.4
CC(=O)c1ccc(S(=O)(=O)N2CCN(CC(=O)Nc3ccnn3C3CCCC3)CC2)cc1 | 0% | -3%
Cc1ccc(N2CC(C(=O)N3CCN(c4ccccn4)CC3)CC2=O)cc1 (stereo not drawn) | -4% | -5%
O=C1NCC(Nc2ccc(Cl)cc2)C(=O)N1 (stereo not drawn) | 3% | 4%
O=C1CN(C(=O)COC(=O)[C@@H]2CCCN2S(=O)(=O)c2ccc(Cl)cc2)c2ccccc2N1 | 0% | -7%
O=C1C(Cl)=C(Oc2ccccc2)C(=O)c2ccccc21 | ? | 4.6µM*
C[C@@H]1CN([C@H](C)CO)C(=O)c2cc(Br)cnc2O[C@@H]1CN(C)C(=O)Nc1ccccc1 | 12% | -6%
Cc1ccc(C(=O)Nc2nc(-c3ccc4c(c3)OCCO4)cs2)o1 | 9% | 2%

Four compounds picked at random from the list so far:
SMILES | MgcRacGAP inhibition | Dengue-2 NS5 capping | others
COc1ccccc1C(=O)OCC(=O)NC12CC3CC(CC(C3)C1)C2 | 3% | -3%
Cc1ccc(N2CC(C(=O)N3CCN(c4ccccn4)CC3)CC2=O)cc1 (stereo not drawn) | -4% | -5%
O=C1OC(c2cc(Br)c(O)c(Br)c2)c2ccccc21 (stereo not drawn) | 7% | 15%
O=[N+]([O-])c1cccc(N=Cc2ccccc2)c1 | 3% | -9%

Among those listed so far, 3 contain two or more sulfur atoms:
SMILES | MgcRacGAP inhibition | Dengue-2 NS5 capping | others
Cc1noc(NS(=O)(=O)c2ccc(NC(=O)c3cccc(S(=O)(=O)N(C)c4ccccc4)c3)cc2)c1C | 7% | -3%
O=c1ccn([C@@H]2O[C@H](CNS(=O)(=O)c3cc4ccccc4s3)[C@@H](O)[C@H]2O)c(=O)[nH]1 | 4% | -7% | Dengue-2 NS5 capping pilot replicate=1.8
O=C1/C(=C/c2ccccn2)SC(=S)N1Nc1ncc(C(F)(F)F)cc1Cl | ? | -6%

(next part)
SMILES | MgcRacGAP inhibition | Dengue-2 NS5 capping | others
CN(CC(=O)Nc1ccc(Cl)cc1F)C1=NS(=O)(=O)c2ccccc21 | -3% | 4%
O=C1N[C@H]2CC=C[C@H]2N(Cc2cccs2)c2ccccc21 | 12% | 0% | Dengue-2 NS5 capping pilot replicate=2.4
Cc1ccc2nc(N3CCN(C(=O)c4ccccc4F)CC3)c(C#N)cc2c1 | 6% | -8%
CSc1ccc(/C=C/C(=O)OCC(=O)N2CCN(c3ccccc3)CC2)cc1 | -1% | 2%
O=C(COC(=O)c1cnc(Cl)c(Cl)c1)c1ccc(F)cc1 | 5% | -4%
CN(C)S(=O)(=O)c1cccc(NC(=O)c2ccc(NS(=O)(=O)c3cccs3)cc2)c1 | -6% | -7%
CC(Sc1ccc(S(=O)(=O)N2CCN(C)CC2)cn1)C(=O)NC1CCCC(C)C1C (stereo not drawn) | 15% | 0%
CCn1nc(C(=O)NCCc2ccc3c(c2)OCCO3)c2ccccc2c1=O | -2% | -2%
O=C(NN=Cc1ccc2c(c1)CCC2)c1cccc([N+](=O)[O-])c1 | 3% | -4%
COc1cc2ccccc2cc1C(=O)NC1CCCC1 | 0% | 5%
CC(=O)c1ccc(CCCCc2ccc(C(C)=O)cc2)cc1 | 1% | 5%
Cc1cccc(CN(C)C[C@@H]2OCc3cnnn3CCCC(=O)N([C@H](C)CO)C[C@H]2C)c1 | 8% | 3%
Cc1ccc(-c2nnc(SCC(=O)Nc3cccnc3Cl)n2N)cc1 | 5% | -6%
Cc1cc(-n2c(C)cc(C(=O)CN3C(=O)C(=O)N(C)C3=O)c2C)no1 | 5% | 4%
CC1CCCC(C)N1C(=O)COc1cccc(Oc2ccccc2)c1 (stereo not drawn) | 1% | 2%
COc1ccc(NC(=O)c2ccccc2NC(=O)C2CCCCC2C(=O)O)cc1 (stereo not drawn) | 2% | -4%
Cc1cccc(NC(=O)c2sc3nc(C)nc(N4CCOCC4)c3c2C)c1 | 18% | 4%
CCc1ccccc1OCC(=O)Nc1cc(S(=O)(=O)N2CCOCC2)ccc1N1CCCCC1 | 1% | -4%
COc1ccc2c(c1)CCC1(C)CC(=O)C(Br)=C21 (stereo not drawn) | 1% | -2%
O=C(COC(=O)c1cc2ccccc2cc1O)NC1CCCCC1 | 4% | 9%
COc1ccccc1NS(=O)(=O)c1cc(C(=O)Nc2ccc(S(=O)(=O)Nc3onc(C)c3C)cc2)ccc1C | 5% | 0%
Cc1ccc(SC2=C(N(C)C)C(=O)c3ccccc3C2=O)cc1 | 7% | 65µM*
Cc1ccn2c(Cc3ccccc3)c(-c3ccc(F)cc3)nc2c1 | 18% | -3%
O=C1CCc2cc(S(=O)(=O)NCCc3ccc(Cl)cc3)cc3c2N1CC3 | 2% | 4%
O=C(CCNC(=O)c1ccc(Br)cc1)Nc1ccc(S(=O)(=O)N2CCOCC2)cc1 | 2% | -9%
C#CCN(C[C@H]1[C@H](OC(=O)NCc2ccco2)[C@H](OC(=O)NCc2ccco2)C[C@@H](C(=O)OC)[C@H]1C(=O)OC)S(=O)(=O)c1ccc(C)cc1 | 11% | -2%
CC(C)C1C(=O)N(Cc2cn(CCC3OCCCO3)nn2)CCS(=O)(=O)N1Cc1ccc(-c2cccc(N(C)C)c2)cc1 (stereo not drawn) | 11% | -2%
c1ccc2scnc2c1 | 6% | -4%
COc1ccc(OC)c(C2=CC(=O)C[C@H](c3ccc(F)cc3)C2)c1 | 6% | 1%
CC(=O)Nc1ccc(OCc2ccccc2)cc1[N+](=O)[O-] | 4% | 6%
